MEKK2mut PB1 HTS = signal of MEK5 binding to mutant human MEKK2 PB1 domain | bead flow cytometry, Alexa488-MEK5 binding to MEKK2 mutant | 290,000 compounds, 0.35% hits | percent response, % at 10 µM; in the data active means percent response above about 24%, passing the limit was not always enough; further: inactives centre near 1; some results filed as inactive read as strong as hits
SUMO HTRF inh = inhibitors of human SUMOylation (UBC9); P63279; 290,000 compounds, 0.36% hits; AID 2006; inhibition, % at 35 µM; HTRF SUMOylation assay, SAE1/SAE2 + UBC9, in vitro; in the data active means inhibition above about 50%, passing the limit was not always enough; further: strong numbers were not always called active
Target sequence (P63279 whole entry, looked up): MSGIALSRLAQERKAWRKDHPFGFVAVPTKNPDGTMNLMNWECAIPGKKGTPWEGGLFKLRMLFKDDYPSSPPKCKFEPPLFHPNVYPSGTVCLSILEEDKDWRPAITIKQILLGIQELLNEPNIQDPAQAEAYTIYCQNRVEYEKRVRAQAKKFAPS
NALP1 inh = NALP1 inhibition | 280,000 compounds, 0.61% hits | AID 2071 | S. cerevisiae NALP1/ASC/caspase-1 growth, X-gal OD620, 72 h | inhibition, % at 10 µM; in the data active means inhibition mostly above about 24%, no sharp cut-off; inactive means mostly below about 32%; further: some compounds called inactive have numbers as strong as hits
VIM-2 inhibitor = blocks Pseudomonas aeruginosa VIM-2 metallo-beta-lactamase; purified VIM-2, nitrocefin hydrolysis, epi-absorbance fluorescence; inhibition, % at 5.6 µM; 290,000 compounds, 0.89% hits; AID 1527;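 active means inhibition above the mean of all tested compounds plus 3 SD, cutoff set per screening run, cut at about 7.5% in these data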;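 further: red hydrolysis product quenches plate fluorescence so inhibitors raise well fluorescence; 0% = enzyme with DMSO and 100% = DMSO without enzyme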
HCV NS3 hel inh = inhibitors of Hepatitis C virus NS3 helicase; inhibition, % at 10.9 µM; 290,000 compounds, 0.56% hits; NS3 helicase DNA unwinding, Cy5 molecular beacon fluorescence;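 active means inhibition above the mean of all tested compounds plus 3 SD, set per campaign, cut at about 35% in these data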;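 further: 0% = DMSO wells and 100% = thioflavine S control wells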
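Control set: DMSO versus 110 µM thioflavine S; Material: NS3 helicase fragment of HCV; Measured by: Cy5 fluorescence at 0 and 60 min, beacon hairpin quenching; Read-out basis: percent inhibition from t60/t0 fluorescence ratio; Times: reaction time 60 min, 25 °C; Repeats: single replicate; Compound dosing: single dose, 10.9 µM nominal final, DMSO 0.8% final.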
IMP-1 inh = blocks Pseudomonas aeruginosa IMP-1 metallo-beta-lactamase | 290,000 compounds, 0.45% hits | inhibition, % at 5.6 µM | AID 1556 | purified IMP-1, nitrocefin hydrolysis, epi-absorbance fluorescence;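 active means inhibition above the mean plus 3 SD of all compounds in the same screening run, cut at about 4.5% in these data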;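 further: 0% = IMP-1 with DMSO and 100% = DMSO wells lacking enzyme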
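Material – recombinant IMP-1 enzyme, purified · Amount – IMP-1 0.2 nM before substrate addition · Medium – HEPES buffer pH 7.1 with ZnSO4 and Brij 35 · Timing – 25 °C, 15 min preincubation, 25 min reaction · Measured by – plate fluorescence quenching by hydrolysis product, ex 480/em 530 nm · Read-out – percent enzyme inhibition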
MEKK2 WT-MEK5 = raises or lowers MEK5 binding to wildtype human MEKK2 PB1 domain; Q9Y2U5; bead flow cytometry, Alexa488-MEK5 binding to MEKK2 WT; actives lie on both sides; AID 1531; 290,000 compounds, 1.1% hits; binding response (% of control), % at 10 µM; in the data active means binding response below about 67% or above about 130%
FID counter = counter-screen for HCV NS3 helicase inhibitors: DNA intercalator displacement | DNA fluorescent intercalator displacement, fluorescence | inhibition, % at 7.9 µM | 290,000 compounds, 0.17% hits; in the data active means inhibition above about 37%;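 further: 0% = vehicle and 100% = reference compound; higher means more ethidium bromide displaced from hairpin DNA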
M18AAP inhibitor = PfM18AAP enzyme inhibition; recombinant PfM18AAP, H-Glu-NHMec fluorogenic cleavage; 290,000 compounds, 1.2% hits; inhibition, % at 7.35 µM; AID 1822;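 active means inhibition above the campaign mean inhibition over all tested compounds plus 3 SD, cut at about 28% in these data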;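 further: 0% = plate median of test compound wells and 100% = 2 mM ZnCl2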
Starred values were filed as active, the others as inactive; · = no result given.

SMILES	MEKK2mut PB1 HTS	SUMO HTRF inh	NALP1 inh	VIM-2 inhibitor	HCV NS3 hel inh	IMP-1 inh	MEKK2 WT-MEK5	FID counter	M18AAP inhibitor
CC(=O)Nc1ccc(NC(=O)CN2CCN(c3ccccn3)CC2)cc1	-18	19	31	-0.8	11	0.7	92	-13	4
Cc1nc2ccccc2c(=O)n1NC(=O)c1c(O)c2c(n(CC(C)C)c1=O)CCCC2	-1	-20	-3	-2.8	-13	-2.1	98	-27	-7
COC(=O)N/N=C/c1sc(N2CCCCC2)nc1-c1cccs1	-6	11	28	-0.9	6	-4.5	90	-17	3
O=C(CCNc1ccc(Cc2ccncc2)cc1)c1ccc([N+](=O)[O-])cc1	-1	12	3	-3.5	6	-4.1	95	3	-11
Cc1cccc(N(CC(=O)NC2CCCCC2)C(=O)CCC(=O)Nc2ccccn2)c1	-3	3	8	·	·	·	101	·	·
NC(=O)Nn1c(CCC(=O)O)ccc1-c1ccc(Cl)cc1	-9	20	·	-3.9	0	-2.5	94	-3	6
Cn1c(=O)oc2cc(S(=O)(=O)Nc3cccc4c3CCCC4)ccc21	3	-14	15	-1.7	-1	-3.6	102	-11	1
Cn1cccc1/C=N/NC(=O)c1ccc[n+]([O-])c1	1	-12	3	-2.8	1	-3.4	100	-7	5
COC(=O)CSc1nc2cc3c(cc2cc1C)OCO3	-15	2	-16	1.0	5	-0.1	61	-18	6
O=C(O)c1ccc(N2CCCC2=O)cc1	-1	-14	10	-1.5	-5	-4.8	102	-7	1
COc1cccc(C(=O)NNC2=CC(=O)CC(C)(C)C2)c1	-15	21	3	-2.4	4	-2.3	83	-3	31*
CCc1nnc(NC(=O)CCS(=O)(=O)Cc2ccccc2)s1	-3	7	10	-3.0	-3	-2.2	97	-6	0
CCc1ccccc1N(C(=O)c1snc(C(N)=O)c1N)C(C(=O)NCC1CCCO1)c1c[nH]c2ccccc12 (stereo not drawn)	1	6	15	-3.8	-24	-2.5	95	-47	-3
CCOC(=O)C1=C(N)Oc2cc(O)ccc2C1c1ccc([N+](=O)[O-])cc1 (stereo not drawn)	-44	-27	-8	-0.4	0	1.9	97	7	6
CCNC(=S)NNC(=O)c1cccs1	1	14	-6	-3.0	2	-1.2	103	-1	36*
Cc1ccc(S(=O)(=O)NCCC(C)C)cc1[N+](=O)[O-]	-2	-4	23	-2.4	8	-3.8	97	-2	-6
CCOC(=O)Cc1csc(NC(=O)CSc2nnc(-c3ccc(C)cc3)o2)n1	4	12	0	-3.2	-3	-0.9	103	-8	32*
CC(C)NC(=S)NC(=O)/C=C/c1cccc2ccccc12	-2	6	16	-2.5	21	-4.2	92	-15	8
COC(=O)C1=CN(C2CC2)C=C(C(=O)OC)C1c1ccccc1OC	2	14	4	-3.7	3	-4.0	102	-20	5
CCOC(=O)N1CCN(C(=O)COC(=O)Cc2ccc(Cl)cc2)CC1	-2	16	7	-1.6	6	-1.5	98	-19	-5

Reprinted from the part before: 7 entries, followed by the next part.
SMILES	MEKK2mut PB1 HTS	SUMO HTRF inh	NALP1 inh	VIM-2 inhibitor	HCV NS3 hel inh	IMP-1 inh	MEKK2 WT-MEK5	FID counter	M18AAP inhibitor
CCOC(=O)C1=C(N)Oc2cc(O)ccc2C1c1ccc([N+](=O)[O-])cc1 (stereo not drawn)	-44	-27	-8	-0.4	0	1.9	97	7	6
CCNC(=S)NNC(=O)c1cccs1	1	14	-6	-3.0	2	-1.2	103	-1	36*
Cc1ccc(S(=O)(=O)NCCC(C)C)cc1[N+](=O)[O-]	-2	-4	23	-2.4	8	-3.8	97	-2	-6
CCOC(=O)Cc1csc(NC(=O)CSc2nnc(-c3ccc(C)cc3)o2)n1	4	12	0	-3.2	-3	-0.9	103	-8	32*
CC(C)NC(=S)NC(=O)/C=C/c1cccc2ccccc12	-2	6	16	-2.5	21	-4.2	92	-15	8
COC(=O)C1=CN(C2CC2)C=C(C(=O)OC)C1c1ccccc1OC	2	14	4	-3.7	3	-4.0	102	-20	5
CCOC(=O)N1CCN(C(=O)COC(=O)Cc2ccc(Cl)cc2)CC1	-2	16	7	-1.6	6	-1.5	98	-19	-5
O=C(Nc1ccnn1C1CCN(C(=O)c2ccccc2C(F)(F)F)CC1)C1CC1	8	-4	9	-3.1	-2	-3.6	105	-15	3
CCOC(=O)Cc1cc(=O)n2[nH]c(-c3ccc(C)cc3)cc2n1	2	17	7	-5.9	20	-0.1	103	-11	-12
COC(=O)c1ccc2c(=O)n(Cc3ccco3)c(SCC(=O)Nc3ccc(C)c(Cl)c3)nc2c1	-3	47	2	-1.9	12	0.6	93	-10	9
COc1cccc(C(=O)Nc2ccc(Oc3cccc(C(F)(F)F)c3)nc2)c1	-14	-15	14	-0.6	-6	-0.7	84	-15	-6
O=C(NCC1CCCO1)/C(=C/c1cn(-c2ccccc2)nc1-c1cccnc1)NC(=O)c1ccccc1 (stereo not drawn)	-11	10	9	0.0	-6	-2.9	86	-40	-1
CCC(NC(=O)c1ccccc1NC(=O)c1ccco1)C(=O)O (stereo not drawn)	5	18	27	-2.2	0	-3.2	103	-4	2
COC(=O)c1c(NC(=O)c2ccnn2C)sc(C)c1C	6	·	·	0.2	12	4.7*	107	-1	-1
CCCc1ccccc1OCCNC(=O)c1cc(=O)n(C)c(=O)n1C	3	9	13	-1.8	7	-1.7	98	-11	-6
OCCNC(=S)Nc1ccc(Oc2ccccc2)cc1	0	-5	-18	-3.6	1	-2.4	101	-3	1
O=C(CN1C(=O)NC2(CCSC2)C1=O)NCc1ccccc1 (stereo not drawn)	-5	17	-11	-1.4	2	-1.6	91	-1	0
O=C(NC1CCCC1)C(Cc1ccccc1)n1cccc1 (stereo not drawn)	10	4	35	-2.0	-3	-3.5	117	-4	-12
CCc1nn(C(C)C(=O)N(C)Cc2ccccc2)c(=O)c2cc3occc3n12 (stereo not drawn)	2	3	-3	-0.7	0	-2.3	99	-38	2
Cc1ccc(CSCC(=O)N2CCN(c3ccc(F)cc3)CC2)cc1	-10	3	4	-0.9	-6	0.3	94	-26	-10
C/C(=N\NC(=O)c1ccccc1-n1cccc1)C1CC1	-1	20	14	-3.2	12	-2.6	98	-7	-2
Cc1cccc(OCC(=O)O/N=C(\N)c2ccccn2)c1	-10	36	-2	-0.7	-4	-2.8	76	-9	-2
CSc1nc(=S)n(-c2ccccc2)c(C)c1C(C)=O	2	31	4	0.5	3	-1.8	99	-1	-4
Cc1ccccc1-c1nc2cc(Cl)ccc2o1	-5	14	-10	-3.2	4	-2.2	100	-4	0
COc1ccc(C(=O)NCC(=O)OCC(=O)N2N=C(c3ccc(Cl)cc3)CC2c2ccco2)cc1OC (stereo not drawn)	-14	-20	14	6.1	-15	-1.1	77	-31	1
CNC(=S)N(Cc1cccs1)Cc1cc2cc(OC)ccc2[nH]c1=O	-1	4	12	0.7	1	1.6	99	-2	-3
CCN(c1cccc(C)c1)S(=O)(=O)c1ccc(OC)c([N+](=O)[O-])c1	-4	-29	-20	-3.0	4	-0.2	98	-6	2
O=C(CSc1nnnn1C1CCCCC1)NCc1ccco1	2	11	10	-2.4	4	-0.7	101	-3	3
CCOc1ccc(NC(N)=O)cc1	-8	13	-17	-2.5	-4	-2.0	79	0	-3
COc1ccc(CSC(=N)N)cc1[N+](=O)[O-]	10	17	-7	-2.3	4	-2.6	106	6	-3
COc1ccc(/C=C2/N=C(SC3CCOC3=O)N(c3cccc(OC)c3)C2=O)cc1 (stereo not drawn)	10	11	20	-3.2	0	-1.3	96	-14	4
Cc1cccnc1Nc1nc(-c2ccc(O)cc2)cs1	1	2	0	-2.6	-10	1.4	107	5	34*
CCOC(=O)c1c(CC(C)C)csc1/N=C/C1C(=O)CC(C)(C)CC1=O	-2	-5	29	-2.1	19	9.1*	98	-12	7
Cc1ccc(C(=O)NCc2occc2C(=O)O)o1	2	12	8	-1.0	8	-4.9	105	-1	-7
O=C(CC1S/C(=N/N=C/C=C/c2ccccc2)NC1=O)Nc1ccc(Cl)c(Cl)c1 (stereo not drawn)	8	68*	15	-2.4	5	-5.1	108	-2	-13
O=C(N/N=C/c1coc2ccccc2c1=O)c1ccncc1	1	10	7	-5.1	-2	2.8	101	-6	-5
Cc1nc(SCC(=O)O)c(C#N)c(-c2ccco2)c1C(=O)N(C)C	-13	17	17	-0.9	-3	-3.4	96	0	-4
COc1cccc(CNC(=O)C2CCN(S(=O)(=O)N3CCC(C)CC3)CC2)c1	-5	-5	8	-1.0	5	-2.2	102	-44	3
O=C(CSc1nncn1-c1ccccc1)Nc1ccc(F)cc1F	0	16	-9	-0.6	-5	-1.3	107	-6	-10
COc1ccc(N(Cc2ccco2)C(=O)c2ccccc2F)cc1OC	7	12	3	-0.9	1	-2.8	108	-17	-4
CCOC(=O)CN1NC2(CCCCCC2)NC1=S	-14	15	15	-1.8	-5	-2.2	77	-1	6
COc1ccc(OC)c(S(=O)(=O)Nc2ccc3c(c2)C(=O)OC3)c1	-2	10	·	-2.3	3	-0.4	101	-3	-1
COC(=O)c1c(C)oc2ccc(N(C(C)=O)S(=O)(=O)c3ccccc3)cc12	1	-9	10	-2.3	4	-3.2	92	-31	-1
CCOc1ccc(S(=O)(=O)N2CCC(C(=O)OC(C)C(=O)N(C)C3CCCCC3)CC2)cc1 (stereo not drawn)	10	5	-1	-3.7	-10	-3.0	109	-49	2
N#C/C(=C\c1ccc2c(c1)OCCO2)C(=O)NC1CCCCC1	0	-5	35	-2.6	-3	-3.4	101	-5	1
CC(C)CNC(=S)N(CCCO)Cc1cc2cc3c(cc2[nH]c1=O)OCCO3	1	17	11	-1.3	1	-2.0	98	-22	9
CCC(CC)C(=O)Nc1nnc(S(=O)(=O)N2CCCCCC2)s1	1	3	13	-2.4	-5	-2.9	101	-30	2

Laid out differently: entries from further up
O=C(N/N=C/c1coc2ccccc2c1=O)c1ccncc1
- MEKK2mut PB1 HTS = 1
- SUMO HTRF inh = 10
- NALP1 inh = 7
- VIM-2 inhibitor = -5.1
- HCV NS3 hel inh = -2
- IMP-1 inh = 2.8
- MEKK2 WT-MEK5 = 101
- FID counter = -6
- M18AAP inhibitor = -5
Cc1nc(SCC(=O)O)c(C#N)c(-c2ccco2)c1C(=O)N(C)C
- MEKK2mut PB1 HTS = -13
- SUMO HTRF inh = 17
- NALP1 inh = 17
- VIM-2 inhibitor = -0.9
- HCV NS3 hel inh = -3
- IMP-1 inh = -3.4
- MEKK2 WT-MEK5 = 96
- FID counter = 0
- M18AAP inhibitor = -4
COc1cccc(CNC(=O)C2CCN(S(=O)(=O)N3CCC(C)CC3)CC2)c1
- MEKK2mut PB1 HTS = -5
- SUMO HTRF inh = -5
- NALP1 inh = 8
- VIM-2 inhibitor = -1.0
- HCV NS3 hel inh = 5
- IMP-1 inh = -2.2
- MEKK2 WT-MEK5 = 102
- FID counter = -44
- M18AAP inhibitor = 3

Screens (PubChem)
